ERG-DNA inh – qHTS for Small Molecule Inhibitors of the ERG Ets/DNA interaction | Transcriptional regulator ERG (Homo sapiens), P11308 | fluorescence polarization, His-ERG Ets domain / labelled DNA | Potency, µM (titrated, usually from 76.9 µM), for inactives: at the top dose FP activity, negative = inhibition, most hits filed as inhibitors | hit rate 0.028% among 370,000 | AID 624246, 2012; active = well fitted inhibition curve with a large enough effect in the polarisation, with a control signal flat; inconclusive = small, poorly fitted or top-dose-only effect, or effect the other way, or a change in a side signal; inactive = no such curve, though single readings can be large or run the other way; the % refers to the polarisation;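 also: polarization taken with two DNA probes labelled with fluorescein and Texas red; potency is read from the fitted curve at half-maximal effect; % of control where 0% means no effect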
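His-tagged ERG Ets domain (1 uM in the protein solution; 300mM KCl, 50mM Tris-HCl, 1mM EDTA, 1mM DTT, pH 7.5) received compound, then a probe mix of 5 nM fluorescein-DNA and 100nM Texas-615-DNA. Fluorescence polarization was read for both dyes.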
G9a inh – qHTS Assay for Inhibitors of Histone Lysine Methyltransferase G9a; G9a H3K9 monomethylation, AlphaScreen, 2 h; Potency, µM (series often up to 102 µM), without a hit: at the top dose activity, negative = inhibition, most hits filed as inhibitors; hit rate 8.8% among 350,000; AID 504332, 2011; also: potency is read from the fitted curve at half-maximal effect; % is scaled to controls: 0 for no effect and ±100 for the full control effect; nearly all actives have a fitted effect of over 75% in size
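AlphaScreen read-out: biotin-H3K9 peptide (500 nM) methylation by 20 nM enzyme with 20 uM SAM, 2 h at room temperature after 15 min compound preincubation; anti-monomethyl H3K9 antibody plus donor/acceptor beads, 10 min dark.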
JMJD2A Tudor – qHTS Assay for Inhibitors of JMJD2A-Tudor Domain; Lysine-specific demethylase 4A (Homo sapiens), O75164; AlphaScreen JMJD2A-Tudor / H3K4me3 peptide binding; Potency, µM (top dose mostly 114 µM), without a hit: top-dose activity change, negative = inhibition, most hits filed as inhibitors; hit rate 4.4% among 390,000; AID 504339, 2011; also: potency is read from the fitted curve at half-maximal effect; % is scaled to controls: 0 for no effect and ±100 for the full control effect; nearly all actives have a fitted effect of over 50% in size
Target sequence (O75164 whole entry, looked up, the tested form may be a part): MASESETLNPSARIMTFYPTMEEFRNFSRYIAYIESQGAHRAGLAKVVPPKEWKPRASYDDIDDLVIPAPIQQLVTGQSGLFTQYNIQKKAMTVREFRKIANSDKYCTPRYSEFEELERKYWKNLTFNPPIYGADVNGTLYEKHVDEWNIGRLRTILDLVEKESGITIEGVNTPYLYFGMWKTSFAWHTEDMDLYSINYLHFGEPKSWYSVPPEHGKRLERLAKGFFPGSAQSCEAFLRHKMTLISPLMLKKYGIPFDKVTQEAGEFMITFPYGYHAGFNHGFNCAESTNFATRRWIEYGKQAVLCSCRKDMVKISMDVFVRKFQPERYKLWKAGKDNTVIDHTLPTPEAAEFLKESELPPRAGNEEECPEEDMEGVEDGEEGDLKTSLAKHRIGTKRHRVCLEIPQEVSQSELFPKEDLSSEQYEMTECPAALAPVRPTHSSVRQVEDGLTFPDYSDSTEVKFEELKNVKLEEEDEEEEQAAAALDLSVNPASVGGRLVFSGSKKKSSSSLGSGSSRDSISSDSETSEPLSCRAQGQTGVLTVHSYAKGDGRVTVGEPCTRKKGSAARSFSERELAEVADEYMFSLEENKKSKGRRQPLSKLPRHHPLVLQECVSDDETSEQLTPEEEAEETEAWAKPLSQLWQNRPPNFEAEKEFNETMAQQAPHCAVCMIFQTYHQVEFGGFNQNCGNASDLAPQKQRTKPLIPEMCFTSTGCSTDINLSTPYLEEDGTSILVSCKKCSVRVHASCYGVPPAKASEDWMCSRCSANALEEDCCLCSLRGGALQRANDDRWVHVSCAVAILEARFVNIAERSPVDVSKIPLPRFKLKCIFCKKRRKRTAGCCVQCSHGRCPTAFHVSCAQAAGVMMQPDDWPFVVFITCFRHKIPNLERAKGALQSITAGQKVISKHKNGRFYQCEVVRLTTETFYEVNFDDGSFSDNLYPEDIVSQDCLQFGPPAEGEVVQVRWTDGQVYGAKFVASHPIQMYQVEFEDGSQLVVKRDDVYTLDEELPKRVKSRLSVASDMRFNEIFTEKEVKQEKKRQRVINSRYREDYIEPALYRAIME
HP1b binding inh – HTS for Inhibitors of HP1-beta Chromodomain Interactions with Methylated Histone Tails; hit rate 0.56% among 390,000; AlphaScreen HP1-beta / biotin-H3K9me3 peptide binding; Potency, µM (titrated, usually from 114 µM), inactives show top-dose activity change, negative = inhibition, actives largely listed as inhibitors; also: potency is read from the fitted curve at half-maximal effect; nearly all actives have a fitted effect of over 70% in size; inactives centre near 23
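Compound inhibition of the preformed complex between 50 nM HP1-beta and 50 nM biotinylated H3K9me3 peptide was read by AlphaScreen. Buffer was PBS pH 7.4 with 0.01% Tween-20. Incubations ran 30 min at room temperature, with 10 ug/mL donor/acceptor beads.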
GLS inhibitor – qHTS for Inhibitors of Glutaminase (GLS); Glutaminase kidney isoform, mitochondrial (Homo sapiens), O94925; GLS enzymatic activity, qHTS titration; Potency, µM (titrated, usually from 45.5 µM), for the others: at the top dose activity change, negative = inhibition, actives largely listed as inhibitors; hit rate 0.21% among 410,000; also: potency is read from the fitted curve at half-maximal effect; % is scaled to controls: 0 for no effect and ±100 for the full control effect
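hKGA in 45 mM KH2PO4 pH 8.2, 0.02% Tween-20 with pin-transferred compounds; 1 mM L-glutamine (stock) plus glutamate oxidase/HRP/Amplex Red coupling added. Fluorescence read initially and after 30 min at RT.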
12-LOX inh – Primary qHTS assay for inhibitors of human arachidonate 12S-lipoxygenase (ALOX12): Round 2; AID 1671190, 2021; Potency, µM (highest dose often 108 µM), without a hit: top-dose activity change, negative = inhibition, hits mostly inhibitors; purified 12hLO, xylenol orange hydroperoxide absorbance; Polyunsaturated fatty acid lipoxygenase ALOX12 (Homo sapiens), P18054; hit rate 1.1% among 580,000; also: potency is read from the fitted curve at half-maximal effect; % is scaled to controls: 0 for no effect and ±100 for the full control effect
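Purified human 12hLO at 150 nM in 25 mM Hepes, 0.01% Triton X-100, pH 7.0, preincubated 15 min at room temperature with compound. Reaction started with 40 uM arachidonic acid, 30 min at room temperature. Hydroperoxide measured by Fe-xylenol orange, 573/405 nm absorbance ratio.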
PI4K2A inh – qHTS for small molecular inhibitors of PI4K2A | Phosphatidylinositol 4-kinase type 2-alpha (Homo sapiens), Q9BTU6 | purified PI4K2A, ADP-Glo luminescence, 1 h; stronger effect = lower value | activity change, negative = inhibition, % at 76.9 µM | hit rate 0.13% among 420,000 | AID 1346378, 2018; in the data active = activity change below about -50%; inconclusive = mostly about -30% to -49%;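 also: -100% = wells without enzyme as full effect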
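Compounds are screened against recombinant PI4K2A using PI as substrate and ATP, the latter dispensed at 300 microM. Reactions run one hour at ambient temperature before ADP-Glo detection; full inhibition defined by wells lacking enzyme.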
BAZ2B block – qHTS Assay for Inhibitors of BAZ2B. Bromodomain adjacent to zinc finger domain protein 2B (Homo sapiens), Q9UIF8. AlphaScreen BAZ2B-H3K14Ac peptide displacement. Potency, µM (top dose mostly 114 µM), inactives show at the highest dose activity change, negative = inhibition, actives largely listed as inhibitors. hit rate 4.4% among 360,000. AID 504333, 2011; also: potency is read from the fitted curve at half-maximal effect; % is scaled to controls: 0 for no effect and ±100 for the full control effect; nearly all actives have a fitted effect of over 60% in size
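Complex of BAZ2B and biotin-H3K14Ac (50 nM apiece) forms over 30 min at RT, then faces library compounds up to 110 uM for another 30 min; AlphaScreen beads added, 20 min dark incubation, luminescence read.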
RGS4 inh – Inhibitors of Regulator of G Protein Signaling (RGS) 4: qHTS. Regulator of G-protein signaling 4 (Homo sapiens), P49798. Transcreener GDP fluorescence polarization, RGS4-accelerated GTP hydrolysis. Potency, µM (doses to about 114 µM), for inactives: at the top dose activity change, negative = inhibition, hits mostly inhibitors. hit rate 0.039% among 390,000; also: potency is read from the fitted curve at half-maximal effect; % is scaled to controls: 0 for no effect and ±100 for the full control effect; nearly all actives have a fitted effect of over 75% in size; some results filed as inactive show a strong effect at the top dose
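MLSMR compounds (23 nl, pin-transferred) preincubated 10 min at room temperature with a 500nM (2x) first reagent, then RGS4 at 900nM (2x) plus Transcreener GDP mix added; fluorescence polarization (620/688 nm) read before and after 90 min at 30 °C.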
Starred values were filed as active, the others as inactive; ? = inconclusive; . = no result given; & = joins results of further samples; [ ] = remark or other dose. Unless noted, calls follow the shape of the dose curve; as a rule, active = well fitted curve in the direction sought with a large enough effect; inconclusive = small, poorly fitted or top-dose-only effect, or another doubt; inactive = no such curve, though single readings can be large; an effect the other way counts as inactive or inconclusive.

Start of the listing, in advance (2 entries):
molecule,ERG-DNA inh,G9a inh,JMJD2A Tudor,HP1b binding inh,GLS inhibitor,12-LOX inh,PI4K2A inh,BAZ2B block,RGS4 inh
CC1(c2ccc3ccccc3c2)NC(=O)N(CC(=O)Nc2cccc(S(=O)(=O)N3CCOCC3)c2)C1=O (configuration not stated),-10%,?,?,3%,7%,-13%,2,-31%,12%
Cc1ccc(Oc2coc3cc(O)ccc3c2=O)cc1,5%,10%,-2%,22%,-2%,-13%,1,-19%,16%

The listing, from the first entry:
molecule,ERG-DNA inh,G9a inh,JMJD2A Tudor,HP1b binding inh,GLS inhibitor,12-LOX inh,PI4K2A inh,BAZ2B block,RGS4 inh
CC1(c2ccc3ccccc3c2)NC(=O)N(CC(=O)Nc2cccc(S(=O)(=O)N3CCOCC3)c2)C1=O (configuration not stated),-10%,?,?,3%,7%,-13%,2,-31%,12%
Cc1ccc(Oc2coc3cc(O)ccc3c2=O)cc1,5%,10%,-2%,22%,-2%,-13%,1,-19%,16%
COc1ccc(C2C(C(C)=O)=C(O)C(=O)N2CCCn2ccnc2)cc1 (configuration not stated),.,-1%[0.0925 µM],89µM*,14%,-1%,?,-1,?,-3%
COc1cc(C2c3c(-c4ccccc4O)n[nH]c3C(=O)N2Cc2ccco2)ccc1OCC(C)C (configuration not stated),-2%,-31%[59 µM],?,13%,5%,7%,-3,?,-33%
Cn1cccc1CNC(=S)Nc1cc(F)cc(F)c1,7%,-48%,-7%,26%,-1%,7%,0,?,15%
CC(=O)N1c2ccc(S(=O)(=O)N3CCC(C(=O)NC4CCCCC4)CC3)cc2CC1C (configuration not stated),-4%,.,-32%,7%,-1%,-9%,5,?,21%[11.4 µM]
COC(=O)c1ccc(/C=N/NC(=O)CNc2cccc(C)c2)cc1,8%,9%,-21%[57.1 µM],19%,-5%,-18%,-2,4%,8%
Cc1nn(-c2ccc([N+](=O)[O-])cc2)c(N)c1-c1ccccc1,15%,-31%,?,?,-31%,6%,4,71µM*,13%
Nc1ccc(Sc2ccc([N+](=O)[O-])cc2)cc1,-1%,56µM*,?,?,-1%,?,3,35µM*,-22%
Cc1cc(NC(=O)CSc2nnnn2C)n(-c2ccccc2)n1,2%,-1%,-9%,31%,3%,0%,3,4%,2%
CCn1nnc2cc(C(=O)NCCc3ccccc3F)ccc21,0%,15%,1%,-3%,1%,?,6,-1%,20%
COc1ccc(C(=O)NC2c3ccccc3-c3ccccc32)cc1,2%,18%[59 µM],0%,28%,1%,-11%,0,10%,-3%
Cc1cc(S(=O)(=O)NCC(c2ccco2)S(=O)(=O)c2ccccc2)ccc1F (configuration not stated),11%,23%[59 µM],-17%,17%,9%,2%,-6,-17%,17%
CC(Nc1nc(-c2ccccc2)nc2ccccc12)c1ccccc1 (configuration not stated),-3%,12%,-6%,50%[activator],1%,-10%,1,2%,10%
Nc1nnc(N2CCCCC2)s1,1%,-3%[59 µM],-2%,17%,5%,2%,1,-1%,10%
CCOC(=O)C(NC(=O)Nc1ccc(F)cc1)(OCC)C(F)(F)F (configuration not stated),4%,4%[59 µM],-6%,19%,3%,-9%,-2,5%,4%
Oc1ccccc1-c1cc(-c2ccccc2)n[nH]1,-7%,.,-9%,51%,2%,?,1,.,-32%
CC1(C)NC(=O)N(CC(O)COc2ccccc2-c2ccccc2)C1=O (configuration not stated),10%,15%,5%,28%,6%,150%[activator][57.4 µM],11,10%,12%
C/C(=C1\SC(N2CCOCC2)=NC1=O)c1ccccc1,0%,2%,-11%,22%,7%,0%,1,2%,3%
O=C(c1csc2c1CCCC2)n1cccn1,2%,.,40%[activator],65%[activator],6%,-23%,4,.,-13%
CCOC(=O)c1nn(-c2ccc(C)cc2)c(=O)cc1OCC(=O)Nc1ccc(OC)cc1,.,-21%,-35%,23%,1%,?,1,-5%,2%
CC1C=Cc2ccccc2N1C(=O)c1ccccc1 (configuration not stated),.,20%[59 µM],-2%,31%,-6%,18%,-1,2%,10%
Cc1cc(C)cc(N2C(=O)N(Cc3cccc(F)c3)c3ccccc3S2(=O)=O)c1,-7%,-2%[59 µM],-20%,29%,4%,-15%,0,2%,-22%
S=c1[nH]nc(-c2ccc(Cl)cc2)n1CC1CCCO1 (configuration not stated),-1%,7.9µM*,8.9µM*,33%,-9%,45µM*,3,7%,-37%
COc1ccc(OC)c(-c2nc(CN3CCCCC3c3cccnc3)c(C)o2)c1 (configuration not stated),5%,1%,-18%,15%,1%,-20%,-1,-23%,2%
CCCCSCCCNC(=O)Nc1cccc(OC)c1,.,?,-18%,9%,4%,-3%,-1,-11%,23%
Cc1cc(C)cc(NC(=O)c2cc(S(=O)(=O)NCCC3=CCCCC3)ccc2F)c1,-4%,1%[59 µM],-9%,27%,-6%,?,-1,9%,-7%
C1=C(c2ccccc2)Nc2nnnn2C1c1cccs1 (configuration not stated),-11%,6%[59 µM],-2%,10%,6%,424%[activator],11,5%,-1%
CCOc1cc(/C=N/NC(=O)C(OC)c2ccccc2)ccc1O (configuration not stated),-1%,16%,-15%,27%,21%,25%,1,-19%,5%
CC1SCC(NC(=O)c2ccc(Cl)cc2)CS1 (configuration not stated),0%,.,-6%,8%,1%,8%,5,-1%,-14%
CC1(C)S[C@@H]2[C@H](NC(=O)[C@H](N)c3ccccc3)C(=O)N2[C@H]1C(=O)O,11%&13%,7%[59 µM],-9%&-12%,45%&31%[activator],10µM*,10%&26%,-9&-2&-3,6%&14%,-6%&9%
COc1ccc(/C=C2\SC(N3CCCCC3)=NC2=O)cc1,-1%,-24%[2.33 µM],-9%,32%,-7%,-15%,1,-10%,-18%
CN(CC(=O)Nc1ccc(F)c(F)c1F)C(=O)c1ccc2c(c1)NC(=O)CS2,-4%,-2%[12.7 µM],-13%,31%,3%,0%,2,0%,20%
C[C@@]12C(=O)N(CC3CCCO3)CC(=O)N1[C@@H]1c3ccccc3OC[C@@H]1[C@@H]2c1ccccc1 (some centres not stated),7%,.,?,2%,-3%,-14%,-1,.,-12%
CC1(C)NC(C)(C)C(O)(C(N)=O)C1=O (configuration not stated),-5%,?,-15%,21%,7%,-15%,-1,-3%,17%
NC(=O)c1ccccc1OCC(=O)N1CCCc2ccccc21,-3%,0%,-5%,17%,0%,4%,-2,-15%,-9%

Quoted at random: 2 compounds from above.
molecule,ERG-DNA inh,G9a inh,JMJD2A Tudor,HP1b binding inh,GLS inhibitor,12-LOX inh,PI4K2A inh,BAZ2B block,RGS4 inh
C[C@@]12C(=O)N(CC3CCCO3)CC(=O)N1[C@@H]1c3ccccc3OC[C@@H]1[C@@H]2c1ccccc1 (some centres not stated),7%,.,?,2%,-3%,-14%,-1,.,-12%
CCCCSCCCNC(=O)Nc1cccc(OC)c1,.,?,-18%,9%,4%,-3%,-1,-11%,23%

New compounds follow:
molecule,ERG-DNA inh,G9a inh,JMJD2A Tudor,HP1b binding inh,GLS inhibitor,12-LOX inh,PI4K2A inh,BAZ2B block,RGS4 inh
C=CCC[C@@H](Cc1ccc(F)cc1)C(=O)OC[C@@H](Cc1c[nH]c2ccccc12)NC(=O)[C@H](CC=C)CC(=O)NCCO,-7%,.,-36%,14%,2%,0%,4,.,-9%
Cc1nn(Cc2ccccc2Cl)c(C)c1C(=O)NCc1ccco1,2%,13%[59 µM],-13%,13%,-1%,0%,-8,-8%,-26%
Cc1ccccc1OCC(O)CN1CCN(CC(O)COc2ccccc2C)CC1 (configuration not stated),3%,-38%,-3%,35%,5%,-20%,7,-5%,3%
CC(C)N(C(=O)c1nn(C)c2c1CSc1ccccc1-2)C1CCCCC1,-7%,6%,-16%,67%[activator],12%,19%,-1,-11%,3%[56.9 µM]

Source: PubChem (National Center for Advancing Translational Sciences (NCATS))

These rows are one share of the data, so the mix of outcomes need not match the whole.
